From PubChem
TDP1 inh = blocks human tyrosyl-DNA phosphodiesterase 1; AID 485290; Potency, µM (doses to about 130 µM), without a hit: at the top dose activity change, negative = inhibition, usual class: inhibitors; actives 0.28% (n = 350,000); recombinant TDP1, AlphaScreen DNA substrate cleavage; Q9NUW8; further: nearly all actives have a fitted effect of over 40% in size
Target sequence (Q9NUW8 whole entry, looked up): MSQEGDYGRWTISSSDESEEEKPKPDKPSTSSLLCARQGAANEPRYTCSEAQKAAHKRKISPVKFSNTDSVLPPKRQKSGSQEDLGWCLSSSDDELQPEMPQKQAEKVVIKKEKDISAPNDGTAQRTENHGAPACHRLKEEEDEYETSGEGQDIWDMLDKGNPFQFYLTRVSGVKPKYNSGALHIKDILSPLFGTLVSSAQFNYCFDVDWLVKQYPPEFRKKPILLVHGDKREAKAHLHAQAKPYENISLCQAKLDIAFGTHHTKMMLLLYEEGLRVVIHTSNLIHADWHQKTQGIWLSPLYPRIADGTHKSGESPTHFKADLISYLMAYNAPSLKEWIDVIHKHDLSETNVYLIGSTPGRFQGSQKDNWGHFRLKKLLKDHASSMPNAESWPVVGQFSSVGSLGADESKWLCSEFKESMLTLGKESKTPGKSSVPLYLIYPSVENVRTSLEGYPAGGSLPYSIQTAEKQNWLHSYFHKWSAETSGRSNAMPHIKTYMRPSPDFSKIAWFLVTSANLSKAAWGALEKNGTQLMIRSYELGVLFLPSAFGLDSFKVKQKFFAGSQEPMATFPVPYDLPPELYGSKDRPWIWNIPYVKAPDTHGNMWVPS
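Signal: AlphaScreen proximity between streptavidin donor and anti-FITC acceptor beads on intact substrate. Reaction: Tdp1 1 nM, substrate 15 nM final, 5 min RT after 15 min compound preincubation.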
N370S GC = inhibitors or activators of N370S glucocerebrosidase for Gaucher disease; N370S GC spleen homogenate, 4MU-glucoside fluorescence; actives 0.092% (n = 330,000); Potency, µM (highest dose often 59.4 µM), inactives show at the top dose activity change, negative = inhibition, hits mostly inhibitors; P04062;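 further: 0% = full enzyme activity and -100% = no enzyme basal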
FEN1 inhibitor = blocks human flap endonuclease 1 | P39748 | Recombinant FEN1 flap cleavage, fluorescence, 15 min | Potency, µM (doses to about 114 µM), inactives show top-dose activity change, negative = inhibition, actives largely listed as inhibitors | actives 0.35% (n = 390,000) | AID 588795; further: nearly all actives have a fitted effect of over 65% in size
Target sequence (P39748 whole entry, looked up): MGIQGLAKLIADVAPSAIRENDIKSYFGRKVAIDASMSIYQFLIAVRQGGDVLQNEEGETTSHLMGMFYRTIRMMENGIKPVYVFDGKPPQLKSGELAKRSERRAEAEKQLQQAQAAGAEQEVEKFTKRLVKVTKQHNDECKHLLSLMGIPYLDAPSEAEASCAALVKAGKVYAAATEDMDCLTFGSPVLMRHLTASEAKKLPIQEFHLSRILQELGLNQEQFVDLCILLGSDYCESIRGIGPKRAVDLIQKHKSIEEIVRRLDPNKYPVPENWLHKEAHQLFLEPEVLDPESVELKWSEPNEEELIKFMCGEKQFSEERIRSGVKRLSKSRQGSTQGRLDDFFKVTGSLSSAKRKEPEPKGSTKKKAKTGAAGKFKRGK
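Quantitative HTS format: each compound was titrated, incubated with 10 nM nuclease for 15 min at room temperature, then challenged with flap substrate at 50 nM final. Signal change over 15 min gave concentration–effect curves.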
* hit, by the source's call; ? = inconclusive; · = not tested or not shown; & = joins results of further samples; [ ] = another dose, or the depositor's remark. The call rests on the fitted dose curve; in most records, active means well fitted curve in the direction sought with a large enough effect; inconclusive means small, poorly fitted or top-dose-only effect, or another doubt; inactive means no such curve, though single readings can be large; an effect the other way counts as inactive or inconclusive. Unless noted, on the % scale 0 is the no-effect control and ±100 the full control effect; potency means the concentration at half of the fitted maximal effect.

The line under a structure holds: FEN1 inhibitor | N370S GC | TDP1 inh
> O=C(c1cccc(C(=O)N2CCN(c3ccccc3F)CC2)c1)N1CCN(c2ccccc2F)CC1
→ 6% | 3% | 5%
> CC(=O)N1CCSc2ccc(S(=O)(=O)NCCc3ccc(Cl)cc3)cc21
→ -17% | 4% | -1%
> Cc1ccc(Nc2nc3ccc(C)cc3nc2-n2nc(C)cc2C)c(C)c1
→ 4% | · | -2%[12.3 µM]
> O=C(O)C=C(Br)Br
→ 18% | 4% | ·
> COc1ccc2oc(=O)cc(CN3CCN(Cc4ccc(OC)c(OC)c4OC)CC3)c2c1
→ -5% | -5% | ·
> CCOC(=O)c1cc(-c2ccccc2)sc1NC(=O)CSc1nnnn1C
→ 1% | · | 8%
> CC1(C)CC(=O)C=C(NCCc2ccccc2)C1
→ -7% | -2% | ·
> Oc1ccc(-c2csc(-c3c[nH]c4ccccc34)n2)c(O)c1
→ -18% | ? | 3%
> CCCc1cc(=O)oc2cc(OCC(=O)Nc3cc(C)on3)ccc12
→ -12% | 9% | 0%
> COc1ccc(NC(=O)CSc2ccc(NC(C)=O)cc2)cc1S(=O)(=O)N1CCCCC1
→ -11% | -14% | 3%
> Nc1cccc(Oc2ccc([N+](=O)[O-])cc2)c1
→ 11% | 0% | -3%
> Cc1cc(C)c(C#N)c(N2CCN(c3ccccc3)CC2)n1
→ -21% | -21% | ·
> NC(=O)c1cc([N+](=O)[O-])ccc1NCc1cccc([N+](=O)[O-])c1
→ 18% | -7% | -1%
> O=c1[nH]c(C2CCN(S(=O)(=O)/C=C/c3ccccc3)CC2)nc2c1nnn2Cc1ccc(F)cc1
→ 16% | -15% | ·
> NC(=O)CC(NC(=O)c1ccc(Br)cc1)c1ccc(N2CCC(Cc3ccccc3)CC2)c([N+](=O)[O-])c1 (stereo not drawn)
→ 3% | -1% | ·
> CC(C)NS(=O)(=O)c1ccc(OCC(=O)Nc2cccc3ccccc23)cc1
→ -4% | 17% | 4%
> CCC(C)(C)C1CCC2(CC1)NC(=O)N(CC(=O)NCCc1c[nH]c3ccccc13)C2=O (stereo not drawn)
→ 0% | · | 2%
> COc1ccc(C(=O)NNC(=O)CN2CCC(n3nnc4cc(F)ccc43)CC2)cc1
→ 17% | -1% | 0%
> CCCCN(C)C(=O)Cn1cnc2sc(C)c(S(=O)(=O)N3CCC(C)CC3)c2c1=O
→ 16% | · | 3%
> O=C(OCCN(C1=NS(=O)(=O)c2ccccc21)c1ccc(Cl)cc1)c1ccco1
→ 2% | 18% | 4%
> Cc1cccc(-c2nc(CN3CCCC(C(=O)NC4CCCC4)C3)c(C)o2)c1 (stereo not drawn)
→ 1% | 0% | 3%
> O=C(Nc1nc2c(Cl)ccc(Cl)c2s1)c1ccco1
→ 12% | 9% | 5%
> CCC(C)NC(=O)C1CCCN(S(=O)(=O)c2ccc3c(c2)CC(C)N3C(=O)C2CC2)C1 (stereo not drawn)
→ 16% | -2% | ·
> COc1cc(NC(=S)N2CCN(C(c3ccccc3)c3ccccc3)CC2)cc(OC)c1
→ -5% | 0% | 3%
> Clc1ccc(CN2CCC(CNc3ncnc4onc(-c5ccc(Cl)cc5)c34)CC2)cc1
→ -19% | · | -1%
> CCc1ccc2c(CN3CCC(C(=O)OC)CC3)cc(=O)oc2c1
→ -15% | -13% | ·
> CCCN(Cc1cc(=O)[nH]c2ccccc12)C(=O)CC
→ 4% | 12% | 3%
> Cc1nnc(NC(=O)CSCc2ccccc2)s1
→ -1% | 8% | 9%
> O=C(CCCCCN1C(=O)c2ccccc2C1=O)Oc1ccc2c3c(c(=O)oc2c1)CCC3
→ -9% | 9% | 2%
> C/C(CCc1ccccc1)=N\NC(=S)NCCc1ccccc1
→ -4% | -19% | 5%

Next section
The line under a structure holds: FEN1 inhibitor | N370S GC | TDP1 inh
> COC(=O)c1ccc(COC(=O)C2CCN(S(=O)(=O)c3ccc(C)c(C)c3)CC2)o1
→ -2% | -14% | -13%
> Cc1ccc(Cn2c(CCC(=O)O)nc3ncccc3c2=O)cc1
→ 4% | -3% | ·
> CNc1nc(Sc2cccc(C(F)(F)F)c2)cc(C(F)(F)F)n1
→ -11% | -3% | 6%
> CCOC(=O)c1ccc(NC(=S)N2CCN(c3ccccn3)CC2)cc1
→ 2% | -18% | 4%
> Cc1c(N=C/C=C2/N(C)c3ccccc3C2(C)C)c(=O)n(-c2ccccc2)n1C
→ 3%&19% | -13% | 2%
> CCN(CC)CCCN(C(C)=O)c1nc(-c2cc(OC)ccc2OC)cs1
→ -23% | 18% | 1%
> O=C(CC1C(=O)NCCN1C(=O)Nc1ccc(F)cc1)Nc1cc(Cl)ccc1Cl (stereo not drawn)
→ -4% | 5% | ·
> Fc1ccc(CN2CCN(c3ncnc4scc(-c5ccc(F)cc5)c34)CC2)cc1
→ -23% | -4% | ·
> CCc1ccccc1NC(=O)CSc1nc2ccccc2nc1N1CCOCC1
→ 15% | -3% | ·
> Cc1ccc(CN2CC(C(=O)NNC(=O)Cn3ccc(C(F)(F)F)n3)CC2=O)cc1 (stereo not drawn)
→ 1% | · | 1%
> CCOc1ccccc1OCCCNCc1ccccc1
→ 7% | -10% | ·
> Cn1c(SCC(=O)NC2CCCC2)nnc1-c1ccco1
→ -1% | 3% | -2%
> O=C(Cc1ccccc1)NNC(=O)Cc1ccccc1
→ -3% | -14% | 5%
> COc1ccc(-c2ccc(=O)n(CC(=O)Nc3cccc(O)c3)n2)cc1OC
→ 4% | -6% | 2%
> CN(C)/N=C/C=C1\CCC/C(=C\c2ccc(F)c(F)c2)C1=O
→ 0% | 9% | 0%
> OCCN=Cc1c(O)[nH]c2ccccc12
→ 5% | 6% | 2%
> COc1cccc(CN2CCN(Cc3ccc(O)cc3)CC2CCO)c1 (stereo not drawn)
→ -7% | 3% | 2%
> Cc1ccc(Nc2ccc3nonc3c2[N+](=O)[O-])cc1
→ 7% | -4% | 1%
> C[C@@H](NC(=O)c1[nH]cnc1C(=O)Nc1ccccc1)c1ccccc1
→ -20% | · | 0%
> CCC(=O)[C@@]1(C)[C@H](C)C[C@H]2[C@@H]3CCC4=CC(=O)C=C[C@]4(C)[C@H]3[C@@H](O)C[C@@]21C
→ 16% | -24% | ·
> COc1ccc(OC)c(NC(=O)c2cc(C3CC3)nc3c2c(C)nn3-c2ccc(C)cc2)c1
→ -14% | · | 1%
> COc1ccc(-c2cc3ccccc3cn2)cc1
→ -3% | · | -19%
> CCNc1nc(N)nc(-c2cc(Cl)ccc2O)n1
→ 5% | -20% | 3%
> CC(C)=CCC/C(C)=C/CNC(=O)C[C@H]1C[C@H](C(=O)N2CCCCC2)[C@@]2(CCc3ccccc3)c3[nH]c4cc(-c5ccco5)ccc4c3CCN2C1=O
→ 2% | · | 0%[56.1 µM]
> CCOC(=O)C1=C(O)/C(=C\c2ccc(CNC(=O)C(=O)Nc3ccccc3)o2)N=C1C
→ -17% | 11% | -5%
> Cc1ccccc1OC(C)C(=O)NC1CCCC1 (stereo not drawn)
→ 3% | 9% | 3%
> COc1ccc(/C(C)=N\NS(=O)(=O)c2ccccc2)cc1OC
→ -15% | 3% | 5%
> CCC(=O)N/N=C(\C)CC(=O)Nc1ccc2c(c1)OCCO2
→ 0% | -9% | 8%
> NC(=O)C1CCN(C(=O)CC2C(=O)NCCN2Cc2cccc(Oc3ccccc3)c2)CC1 (stereo not drawn)
→ 0% | -13% | -3%
> CCC1SC2=NC(C)=C(C(=O)OC)C(c3ccc(C(=O)OC)cc3)N2C1=O (stereo not drawn)
→ 2% | 24% | 2%

Next section
The line under a structure holds: FEN1 inhibitor | N370S GC | TDP1 inh
> C=CCN=c1sc(C(=O)OC)cc(=O)n1CC=C
→ -2% | 0% | 4%
> O=C(COC(=O)COc1cccc(F)c1)NCCC1=CCCCC1
→ -1% | 4% | 1%
> CC(=O)c1cccc(Nc2cc(C)nc3ccccc23)c1
→ -23% | -4% | -5%
> FC(F)(F)c1cc(-c2ccccc2)nc(NCc2cccs2)n1
→ -19% | 15% | ?
> CC1(c2cccc(Br)c2)NC(=O)NC1=O (stereo not drawn)
→ 1% | -11% | 0%
> Cc1ccc(C(=O)NC2CC3CCC(C2)N3C)cc1 (stereo not drawn)
→ 1% | · | 0%[56.1 µM]
> N#CC(c1cccc(Cl)c1)c1ncc(C(F)(F)F)cc1Cl (stereo not drawn)
→ -7% | -16% | -3%
> CCS(=O)(=O)c1ncc(Cl)c(C(=O)NCc2ccc(OC)cc2)n1
→ 6% | · | 2%
> CCOc1ccc(C(C)=O)cc1Cn1c(=O)oc2ccccc21
→ -18% | -5% | ·
> O=[N+]([O-])c1cccc(S(=O)(=O)NCc2ccccn2)c1
→ 0% | -6% | ·
> CCOC(=O)N1CCN(C(=O)/C=C/c2ccc(OC)cc2)CC1
→ 0% | -3% | ·
> O=C(Cc1ccccc1)N/N=C/c1ccc(-c2ccc([N+](=O)[O-])cc2)o1
→ -3% | -5% | 0%
> COc1cccc(NC(=O)CSc2ncnc3c2oc2ccccc23)c1
→ 14% | 21% | -4%
> Cc1cc2oc(=O)cc(CSc3nc(N)cc(N)n3)c2cc1C(C)C
→ -26% | 17% | 4%
> Cc1cc[n+](CC(=O)c2cc3ccccc3oc2=O)cc1
→ 7% | 10% | 3%
> Cc1ccccc1CNC(=O)C(=O)NCC(c1cccs1)S(=O)(=O)c1cccs1 (stereo not drawn)
→ 19% | · | 3%
> O=C(CCSCc1ccccc1Cl)N1CCN(c2ccccn2)CC1
→ 0% | 0% | 11%
> CCc1ccc(/C=C2/SC(=S)N(CCC(=O)Nc3ccc(C(=O)O)cc3)C2=O)cc1
→ · | 0% | ?
> CC1CCN(c2c(NCC3CCC(C(=O)NCCc4ccccc4)CC3)c(=O)c2=O)CC1 (stereo not drawn)
→ 2% | -7% | 4%
> O=C(CNc1ccc2ccccc2c1)N/N=C/c1ccccn1
→ 10% | -7% | 10%
> Cc1ccc(C(=O)c2ccc(N3CCOCC3)c(F)c2)cc1
→ -10% | 6% | -3%
> CCCCCC(O)(c1ccc(OC)cc1)C(CN1CCOCC1)c1ccccc1 (stereo not drawn)
→ ? | -28% | ·
> CCCN(CCC)C(=O)CSc1c2c(nc3ccc(Cl)cc13)CCCC2
→ -24% | · | 0%
> Cc1noc(C)c1CSc1ccc(Br)cc1
→ -9% | -1% | -12%
> Fc1ccc(-c2ccc(CNCCSc3nnnn3-c3ccccc3)o2)cc1Cl
→ -17% | · | 5%
> COc1ccc(-c2nc3scc(CCNS(=O)(=O)c4cc(F)ccc4OC)n3n2)cc1OC
→ -4% | · | 0%
> COc1cc(OC)cc(-c2c(C#Cc3ccsc3)c3cc(-c4ccccc4OC)ccc3n2C)c1
→ 27% | · | -1%
> C/C(=N/OC(=O)c1cccc(C(F)(F)F)c1)c1cnccn1
→ -10% | 21% | -3%
> CCN(CC)Cc1c(C(=O)N/N=C/c2ccc(OCc3ccccc3C)cc2)nnn1-c1nonc1N
→ -18% | 2% | 3%
> O=C(CNC(=O)c1cccs1)N/N=C/c1c[nH]c2ccccc12
→ 1% | -11% | 0%

7 entries already listed, ordered by their value in N370S GC, lowest first.
The line under a structure holds: FEN1 inhibitor | N370S GC | TDP1 inh
> N#CC(c1cccc(Cl)c1)c1ncc(C(F)(F)F)cc1Cl (stereo not drawn)
→ -7% | -16% | -3%
> CC1CCN(c2c(NCC3CCC(C(=O)NCCc4ccccc4)CC3)c(=O)c2=O)CC1 (stereo not drawn)
→ 2% | -7% | 4%
> O=C(Cc1ccccc1)N/N=C/c1ccc(-c2ccc([N+](=O)[O-])cc2)o1
→ -3% | -5% | 0%
> CC(=O)c1cccc(Nc2cc(C)nc3ccccc23)c1
→ -23% | -4% | -5%
> Cc1noc(C)c1CSc1ccc(Br)cc1
→ -9% | -1% | -12%
> C=CCN=c1sc(C(=O)OC)cc(=O)n1CC=C
→ -2% | 0% | 4%
> O=C(COC(=O)COc1cccc(F)c1)NCCC1=CCCCC1
→ -1% | 4% | 1%

More compounds
The line under a structure holds: FEN1 inhibitor | N370S GC | TDP1 inh
> Cc1ccc(-c2nn(-c3ccccc3)c3[nH]c(=O)c(CNCCN(C)C)cc23)cc1
→ · | -17% | 5%
> Cc1cc(NC(=O)c2ccc(C)c(C)c2)no1
→ 24% | -1% | ·
> CC(=O)Nc1ccc(S(=O)(=O)Nc2cccc3cccnc23)cc1
→ 11% | 4%&2% | 0%&23%
> C/C(Cl)=C/Cn1c(N2CCCC2)nc2c1c(=O)[nH]c(=O)n2C
→ 16% | 4% | 5%
> CCCSC1=NN2CCCC(=O)N=C2S1
→ 8% | 4% | 4%
> CC(C)Cn1c(CCCNC(=O)c2ccco2)nc2ccccc21
→ -6% | -2% | 6%
> CC(=C/C(=O)O)/C=C/c1ccco1
→ -15% | 13% | -8%

Only TDP1 inh and N370S GC, for some of the entries so far:
Compound | TDP1 inh | N370S GC
CCc1ccc2c(CN3CCC(C(=O)OC)CC3)cc(=O)oc2c1 | · | -13%
CCCN(Cc1cc(=O)[nH]c2ccccc12)C(=O)CC | 3% | 12%
Cc1nnc(NC(=O)CSCc2ccccc2)s1 | 9% | 8%
O=C(CCCCCN1C(=O)c2ccccc2C1=O)Oc1ccc2c3c(c(=O)oc2c1)CCC3 | 2% | 9%
C/C(CCc1ccccc1)=N\NC(=S)NCCc1ccccc1 | 5% | -19%
